Source: PubChem BioAssay
SW480 rereplic: induces DNA re-replication in SW480 colon adenocarcinoma cells. SW480 DNA re-replication, Hoechst DNA content imaging, 48 h. Potency, µM (series often up to 46.1 µM), inactives show top-dose re-replication activation, most hits filed as activators. actives 1.8% (n = 340,000). AID 624297; note: potency is the fitted concentration of half-maximal effect; % of control where 0% means no effect; nearly all actives have a fitted effect of over 55% in size
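DNA re-replication was detected as more nuclei of elevated Hoechst intensity after 48 hr exposure to compound (23 nL pinned per well of 250 cells).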
D3 antag: D3 dopamine receptor (human) antagonism. actives 2.5% (n = 360,000). P35462. D3R cells, DiscoveRx beta-arrestin luminescence, antagonist mode; hits give low values. max response, negative = inhibition, %; in the data active = max response below about -50%; inconclusive = no clear call, values can overlap the other calls; note: % is set by controls: 0 for no effect and ±100 for the full control effect; mostly tested at two doses, the higher about 12 µM
Target sequence (P35462 whole entry, looked up): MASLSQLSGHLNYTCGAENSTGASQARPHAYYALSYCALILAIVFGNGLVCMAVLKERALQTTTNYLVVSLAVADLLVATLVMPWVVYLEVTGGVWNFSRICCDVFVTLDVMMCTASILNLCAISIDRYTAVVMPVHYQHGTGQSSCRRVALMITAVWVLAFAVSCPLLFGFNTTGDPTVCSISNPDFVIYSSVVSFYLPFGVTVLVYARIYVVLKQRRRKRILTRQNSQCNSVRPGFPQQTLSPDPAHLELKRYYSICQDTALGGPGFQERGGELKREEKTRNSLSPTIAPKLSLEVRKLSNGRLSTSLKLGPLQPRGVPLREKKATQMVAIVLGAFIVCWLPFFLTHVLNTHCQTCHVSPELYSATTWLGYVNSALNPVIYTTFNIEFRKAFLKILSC
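Cells plated overnight at 1500 cells/well, then exposed to library compounds with dopamine controls for 90 minutes at 37 degrees C. DiscoveRx reagent added for 30–60 minutes at room temperature; luminescence read, quantitative HTS format.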
IL-1B inflam inh: blocks inflammasome-driven IL-1 beta release | THP-1 LPS/ATP IL-1B secretion, AlphaLISA, 16 h; hits give low values | activity change, % at 57.5 µM | actives 4.7% (n = 360,000) | AID 743279; in the data active = activity change below about -50%; inconclusive = mostly about -30% to -49%; note: % is set by controls: 0 for no effect and ±100 for the full control effect
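THP-1 cells pretreated 1 hr with compounds (up to 57.5 uM final), then stimulated with LPS (250 ng/mL final) plus ATP (1.25 mM final); secreted IL-1B measured by AlphaLISA after 16 hr, decreased signal indicating inhibition.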
GLP1R ag: agonists of human GLP-1 receptor; P43220; HEK293 GLP-1R CRE-luciferase, luminescence, 4-6 h; cells express a hypersensitive GLP-1R form; Potency, µM (series often up to 45.6 µM), without a hit: top-dose activation, hits mostly activators; actives 0.007% (n = 380,000); note: potency is the fitted concentration of half-maximal effect; % of control where 0% means no effect
Target sequence (P43220 whole entry, looked up): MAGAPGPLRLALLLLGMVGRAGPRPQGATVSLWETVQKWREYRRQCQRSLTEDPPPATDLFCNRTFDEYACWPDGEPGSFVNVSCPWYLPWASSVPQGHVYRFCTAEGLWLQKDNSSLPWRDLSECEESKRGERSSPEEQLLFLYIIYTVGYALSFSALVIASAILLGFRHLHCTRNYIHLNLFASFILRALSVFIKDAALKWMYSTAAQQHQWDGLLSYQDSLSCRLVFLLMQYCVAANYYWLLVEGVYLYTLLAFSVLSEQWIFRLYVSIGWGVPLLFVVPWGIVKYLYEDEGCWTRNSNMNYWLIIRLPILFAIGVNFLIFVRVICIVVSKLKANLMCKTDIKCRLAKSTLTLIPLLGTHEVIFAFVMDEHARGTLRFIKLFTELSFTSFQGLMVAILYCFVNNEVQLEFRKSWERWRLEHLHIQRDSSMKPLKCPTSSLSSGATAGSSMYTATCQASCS
HT1080NT lethal: kills 2HG-producing HT-1080-NT fibrosarcoma cells; actives 1.6% (n = 360,000); HT-1080-NT fibrosarcoma viability, CellTiter-Glo ATP luminescence, 48 h; Potency, µM (doses to about 46.1 µM), inactives show at the top dose activity, negative = less viability, actives largely listed as cytotoxic; AID 686970;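 note: NT is the 2HG producing partner of a matched IDH1 knockdown line; potency is the fitted concentration of half-maximal effect; 0% = DMSO-treated cells and -100% = media-only wells without cells; nearly all actives have a fitted effect of over 55% in size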
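Read-out is CellTiter-Glo luminescence after 10 minutes at room temperature, following 48 hours' compound treatment of HT-1080-NT cells (750 cells/well, RPMI, 5% FBS, 37 degrees C).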
HT1080 IDH1KD tx: kills HT-1080 cells with IDH1 knockdown | actives 2% (n = 360,000) | HT-1080 IDH1 knockdown viability, ATP luminescence, 48 h | Potency, µM (titrated, usually from 46.1 µM), for inactives: top-dose activity, negative = toxicity, most hits filed as cytotoxic | AID 686971;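 note: potency is the fitted concentration of half-maximal effect; 0% = DMSO wells and -100% = cell-free medium wells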
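Viability of IDH1-knockdown HT-1080 fibrosarcoma cells was assessed by CellTiter-Glo after 48 h at 37 °C with titrated compound; concentration-effect curves were classified by fit quality and response size.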
DRD3 agonist: D3 dopamine receptor (human) agonism | P35462 | D3R DiscoveRx beta-arrestin cells, luminescence, 90 min | max activation, % | actives 0.58% (n = 410,000) | AID 652048; in the data active = max activation above about 30%; note: 0% is about no effect; mostly tested at two doses, the higher about 12 µM
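Agonist-mode cell screen: cells plated at 1500/well and incubated overnight at 37 °C, then exposed to library compounds for 90 min at 37 °C. Detection reagent was added for 30–60 min at room temperature, and luminescence was read.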
KB-V1 cytotox: kills drug-selected multidrug resistant KB-V1 cells; KB-V1 MDR cells viability, CellTiter-Glo, 72 h; Potency, µM (highest dose often 46.1 µM), inactives show at the top dose activity change, negative = cytotoxicity, most hits filed as cytotoxic; actives 3.4% (n = 400,000); note: potency is the fitted concentration of half-maximal effect; % is set by controls: 0 for no effect and ±100 for the full control effect; nearly all actives have a fitted effect of over 60% in size
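KB-V1 cells (P-gp-expressing MDR subline of KB-3-1) in phenol-red-free DMEM with 10% FBS were exposed to library compounds over a concentration series for 72 h at 37 degrees C. Viability read by CellTiter-Glo luminescence; concentration-effect curves fitted after normalization.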
KB-3-1 cytotox: kills parental KB-3-1 adenocarcinoma cells; KB-3-1 viability, CellTiter-Glo ATP luminescence, 72 h; Potency, µM (series often up to 46.1 µM), for the others: top-dose activity change, negative = cytotoxic, most hits filed as cytotoxic; actives 1.4% (n = 400,000); note: potency is the fitted concentration of half-maximal effect; % is set by controls: 0 for no effect and ±100 for the full control effect; nearly all actives have a fitted effect of over 60% in size
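Multi-concentration cytotoxicity screen in KB-3-1 cells grown in DMEM lacking phenol red with 10% FBS. After 72 h at 37 °C with compound, ATP-dependent luminescence was recorded.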
An asterisk follows results filed as active; u = inconclusive; x = not tested or not shown; & = joins results of further samples; ! = a repeat was not active; [ ] = another dose, or the depositor's remark. Unless noted, calls come from the whole dose curve; as a rule, active = well fitted curve in the direction sought with a large enough effect; inconclusive = small, poorly fitted or top-dose-only effect, or another doubt; inactive = no such curve, though single readings can be large; an effect the other way counts as inactive or inconclusive.

Order of results – IL-1B inflam inh | KB-3-1 cytotox | HT1080 IDH1KD tx | HT1080NT lethal | D3 antag | KB-V1 cytotox | DRD3 agonist | GLP1R ag | SW480 rereplic
Cc1[nH]c(=O)[nH]c(=O)c1/C=C/C(=O)OCC(C)C
  16 | -28% | 2% | 17% | 1 | u | -2 | 20% | u
COc1cc2c(cc1OC)C13CCN4C=C5CCOC6CC(=O)N2C1C6C5CC43 (centres undefined)
  -7 | 2% | 19% | 10% | -15 | -25% | -5 | -5% | -2%
CC(=O)Nc1ccc(OCC(O)Cn2c3ccccc3c3ccccc32)c(C)c1 (centres undefined)
  -60* | -20% | u | u | 26 | u | 31* | 0% | 19%
O=C(O)C(Cc1cnc[nH]1)NS(=O)(=O)c1ccc(Cl)cc1 (centres undefined)
  6 | 2% | 7% | 16% | 5 | 5% | -2 | 0% | x
CCOc1ccc(N2C(=O)CC(=O)NC2=O)cc1
  8 | 8% | 8% | 5% | 12 | 1% | 3 | -1% | -5%
COC(=O)C1=Nc2ccccc2/C1=C\c1c(O)n(-c2ccc(OC)cc2)c(=O)[nH]c1=O
  -12 | 1% | u | -3% | -12 | 8% | 0 | -8% | 0%
CC(c1ccccc1)n1cncc1C(=O)N1CCCC1=O (centres undefined)
  13 | 10% | 12% | 13% | 28 | -3% | 30* | -6% | -1%
CCCCn1c(O)c(C(CC)=NCc2cc(OC)cc(OC)c2)c(=O)[nH]c1=O
  -10 | 12% | -25% | -4% | 10 | 3.7µM* | 13 | 11% | -5%
COc1ccc(C)cc1NC(=O)c1cccn(Cc2ccccc2Cl)c1=O
  x | -8% | x | x | x | 0% | -1 | 1% | x
Cc1ccc(OP2(=O)Nc3cc(C)c(C)cc3S2)cc1 (centres undefined)
  -69* | 0% | u | u | -8 | 3% | -16 | -7% | 10%
COC(=O)[C@@H]1[C@@H](C(=O)OC)C2(c3ccccc3-c3ccccc32)N(c2ccc(Cl)cc2)N1C#N
  -99* | u | 5.8µM* | 4.6µM* | -76* | u | -3 | -16% | 9.2µM*
c1ccc2c(N3CCNCC3)nsc2c1
  -54* | -28% | u | -24% | -70* | -22% | -11 | -6% | u
O=C(c1cn(Cc2ccccc2)c2ccccc12)N1CCCCC1
  -17 | -10% | -18% | -1% | -19 | 2% | 2 | 19% | 6%
O=C(COc1ccccc1)N1CCN(C2CC3CCC2C3)CC1 (centres undefined)
  -17 | -9% | 3% | 12% | -24 | 12% | 4 | 0% | 0%[9.22 µM]
O=C1NCN(c2ccccc2)C12CCN(C(c1ccnc3ccccc13)c1nnnn1-c1ccc3c(c1)OCCO3)CC2 (centres undefined)
  -24 | -14% | u | u | 58 | u | 7 | 3% | x
N#Cc1ccccc1Cn1cc(C(=O)c2ccccc2F)c2ccccc21
  -4 | -7% | -1% | 0% | -13 | 2.3µM* | 1 | 0% | 8%
CCN[C@@H](C)Cc1cccc(C(F)(F)F)c1
  12 | 0% | 8% | 22% | u | -1% | -58&-18 | 3% | -91%[inhibitor]
CCCCn1c(NC(=O)c2ccc(Br)o2)c(C(=O)OCC)c2nc3ccccc3nc21
  -7 | -2% | -30% | u | -2 | -1% | -2 | 0% | 16µM*!
CCOC(=O)C12C(=O)OCC1C2c1ccccc1 (centres undefined)
  34 | u | 16% | 22% | 8 | 0% | 1 | -3% | x
O=C(CCC(=O)N1C[C@H]2C[C@@H](C1)c1cccc(=O)n1C2)NCc1ccc(F)cc1
  21 | 0% | 0% | 12% | 25 | 2% | 20 | -5% | u
COCCn1c(O)c(/C=N/NC(=O)CSC(=S)N2CCCC2)c(=O)[nH]c1=S
  -10 | 16% | 3% | 8% | -5 | u | 3 | -4% | -38%
COc1ccccc1CN1CCCCC1c1cccnc1 (centres undefined)
  -11 | 11% | 14% | 6% | -9 | -1% | 33* | 11% | -15%
CN(C)C(=O)Oc1ccc(OC(=O)N(C)C)cc1
  -1 | 0% | 10% | 10% | -5 | -6% | 3 | -2% | 2%[9.22 µM]
CN1C(=O)NC(=O)/C(=C/c2ccc([N+](=O)[O-])o2)C1=O
  -10 | -3% | 13% | 9% | -19 | 0% | -13 | -6% | -1%
CC(C)CC(NC(=O)C1CCCCC1)C(=O)N1CCC2(CC1)OCCO2 (centres undefined)
  -7 | 1% | 4% | -4% | -19 | 10µM* | -5 | -7% | -8%
Cc1cc(C)nc(N2CCCC(C(=O)Nc3nc4ccc(S(C)(=O)=O)cc4s3)C2)n1 (centres undefined)
  -16 | u | u | -25% | 31 | u | -7 | -1% | 15%
CCN1C(=O)CC(c2cccnc2)=Nc2ccccc21
  18 | u | 5% | 12% | -3 | u | -1 | 3% | 1%
O=c1cccc2n1CC1CC2CN(c2ncnc3c2cnn3-c2ccccc2)C1 (centres undefined)
  15 | -2% | -1% | -1% | 13 | -6% | 0 | -1% | -3%
O=C(Cc1ccc(S(=O)(=O)N2CCCC2)s1)N1CCN(c2ccc(F)cc2)CC1
  0 | 0% | -8% | 0% | 8 | u | 5 | 8% | u
CN(C)CCN=Cc1c(O)n(C2CCCCCC2)c(=O)[nH]c1=O
  9 | -2% | -12% | 0% | 4 | 0% | 5 | -16% | -2%

Complete entries, quoted from the list. Values in the order: IL-1B inflam inh	KB-3-1 cytotox	HT1080 IDH1KD tx	HT1080NT lethal	D3 antag	KB-V1 cytotox	DRD3 agonist	GLP1R ag	SW480 rereplic
CCCCn1c(NC(=O)c2ccc(Br)o2)c(C(=O)OCC)c2nc3ccccc3nc21 is entered as -7	-2%	-30%	u	-2	-1%	-2	0%	16µM*!
CCN[C@@H](C)Cc1cccc(C(F)(F)F)c1 is entered as 12	0%	8%	22%	u	-1%	-58&-18	3%	-91%[inhibitor]
O=c1cccc2n1CC1CC2CN(c2ncnc3c2cnn3-c2ccccc2)C1 (centres undefined) is entered as 15	-2%	-1%	-1%	13	-6%	0	-1%	-3%

More compounds follow:
Order of results – IL-1B inflam inh | KB-3-1 cytotox | HT1080 IDH1KD tx | HT1080NT lethal | D3 antag | KB-V1 cytotox | DRD3 agonist | GLP1R ag | SW480 rereplic
O=C(NCCN1CCOCC1)c1ccc(Cl)nc1Cl
  -9 | 3% | -2% | -7% | -14 | 14% | -6 | -3% | -7%
O=C1Nc2ccc(Br)cc2C(c2ccc(Cl)cc2)=NC1O (centres undefined)
  -4 | 6% | 7% | -1% | 34 | -5% | 1 | 28% | 2%
Cn1c(O)c(/C=N/NC(=O)c2ccncc2)c(=O)n(C)c1=S
  0 | 5% | -1% | -6% | 0 | 19% | -4 | 0% | 8.2µM*
O[C@@H]1CCCC[C@H]1N1CCC(c2ccccc2)CC1
  18 | 0% | 1% | 20% | -7 | -4% | -56 | -1% | u
CC(C)(C)NCC1(CO)SC(N)=NC1=O (centres undefined)
  -4 | 17% | 0% | -4% | -18 | -12% | 1 | 0% | u
CCOP(=O)(OCC)C(O)c1cccc([N+](=O)[O-])c1 (centres undefined)
  44 | 8% | 14% | 13% | 7 | 15% | -6 | -4% | 23%
C[C@H](N)CN1CCc2ccc(Br)cc21
  -14 | 0% | -16% | -2% | -7 | 1% | 0 | -3% | 2%
O=c1[nH]c(=O)n(CCC2=CCCCC2)c(O)c1/C=N/N1CCOCC1
  25 | 0% | 0% | 0% | -9 | 1% | 9 | -2% | -19%
C=CC1CN2CCC1CC2c1[nH]c2ccccc2c1CCO (centres undefined)
  -28 | 9% | 14% | -2% | 45 | u | -4 | 5% | u
CC(=NCCCO)c1c(O)[nH]c(=O)[nH]c1=O
  18 | 8% | 12% | 3% | 4 | u | 15 | 8% | -8%
C=C1C(=O)O[C@@H]2C[C@@H](C)[C@@H]3C4OC4C(=O)[C@@]3(C)[C@@H](O)[C@H]12 (some centres undefined)
  -113* | -23% | 9.2µM* | 15µM* | -91* | 0% | -22 | -23% | u
O=C1NC(=O)C(=CCc2ccccc2)C(=O)N1
  0 | 1% | 16% | 21% | 7 | u | -13 | -2% | -9%
Cc1cccc(OCC(=O)N2CCN(Cc3ccc4c(c3)OCO4)CC2)c1
  -8 | -1% | 0% | 1% | u | u | -4 | 4% | -2%
CCC(=NCCCn1ccnc1)c1c(O)n(-c2ccccc2)c(=O)[nH]c1=O
  2 | 14% | 10% | 9% | -18 | u | 4 | 1% | -1%
CC(C)Cc1nc(N2CCNCC2)c(C#N)c2c1CCC2
  -18 | -6% | -2% | 1% | u | u | -18 | 16% | -31%[inhibitor]
COc1ccc(OC)c(CNCCc2ccc(OC)c(OC)c2)c1
  -12 | 16% | -6% | 7% | -9 | 20% | 2 | 16% | -7%
CN1CCN2c3ccc(N)cc3CC3(C(=O)NC(=O)NC3=O)C2C1 (centres undefined)
  3 | u | 12% | 14% | -9 | -9% | -4 | -1% | -9%
COC1=C(C)C(=O)O[C@]12C(=O)C(C)=C1CCCCN3[C@H]([C@@H]4C[C@H](C)C(=O)O4)CC[C@]132
  26 | 7% | 7% | 10% | -7 | -20% | 0 | -4% | -14%
Fc1ccccc1CSc1ncnc2c1ncn2C1CCCO1 (centres undefined)
  9 | u | u | -25% | 10 | u | 9 | u | 6%
CN(C)C(=O)Oc1ccc(OCc2n(C)c3ccccc3[n+]2C)cc1
  20 | u | -6% | 1% | 0 | -12% | -4 | -2% | 16µM*
COC(=O)c1sc(S(=O)(=O)N2CCN(c3ccc(OC)cc3)CC2)c(C(=O)OC)c1C
  46 | 0%&-5% | u | 0%[9.24 µM] | -19 | -16%&-17% | 8&11 | 6% | 0%
CCOC(=O)C1(c2ccccc2)CCN(CCc2ccc(NC(=O)CCC(=O)O)cc2)CC1
  3 | -18% | 15% | 14% | 8 | 25% | 9 | 5% | -4%
O=C(CCn1c(=O)oc2ccccc21)N1CCC2(CC1)OCCO2
  7 | 3% | 3% | -1% | 5 | 7% | 0 | -9% | -6%

Only part of the results is shown; count on the stated rates, not on these rows.
